High-throughput results deposited in PubChem by several laboratories.
CendR NRP1 mod = modulators of CendR peptide binding to NRP-1, primary screen, biochemical, fluorescence polarization, uHTS. FAM-RPARPAR peptide binding to NRP-1. AID 602438, 2012. Neuropilin-1 (Homo sapiens), O14786. inhibition, % at 25 µM. 0.85% of 360,000 active;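 active = inhibition or corrected inhibition above about 18%, plus a signal ratio from 0.5 to 1.5, limit read from the data, passing the limit was not always enough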; note: strong numbers were not always called active
SKN-1 inh = suppressors of acrylamide-induced Pgst-4::GFP reporter in worms, primary screen, SKN-1 inhibitor project, whole organism, uHTS, GFP/RFP fluorescence ratio, strain VP596; C. elegans VP596 Pgst-4::GFP/RFP ratio, 24 h; inhibition, % at 21.8 µM; 0.49% of 360,000 active; AID 624304, 2012;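 active = interference check ratio from 0.5 to 1.5 plus GFP to RFP signal ratio inhibition reaching or exceeding a fixed threshold, cut at about 30% in these data, passing the limit was not always enough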; note: some compounds called inactive have numbers as strong as hits
FAS TE block = FAS thioesterase domain inhibitors, primary screen, biochemical, fluorescence intensity, uHTS; recombinant FAS-TE, OMFH fluorogenic substrate, fluorescence endpoint; 0.67% of 360,000 active; Fatty acid synthase (Homo sapiens), P49327; inhibition, % at 15 µM;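 active = compounds whose normalised, plate-corrected inhibition of enzyme fluorescence in the single-dose primary screen is 50% or more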;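 note: 0% = DMSO with enzyme and 100% = substrate without enzyme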
Tb MetRS inh = T. brucei MetRS inhibitors, primary screen, biochemical, luminescence. inhibition, % at 11.9 µM. methionyl-tRNA synthetase (Trypanosoma brucei brucei). purified T. brucei MetRS, ATP depletion, Kinase-Glo luminescence. 0.4% of 360,000 active;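 active = inhibition above a per-plate cutoff of the control wells' mean inhibition plus 3 SD, cut at about 5.5% in these data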;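 note: 0% = DMSO wells median and 100% = median of wells with control inhibitor compound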
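Measured by: Kinase-Glo luciferase luminescence reporting remaining unconsumed ATP. Material: purified T. brucei MetRS enzyme. Doses: 11.9 µM compound single dose, 0.9% DMSO. Medium: HEPES buffer containing pyrophosphatase, BSA, spermine, DTT. Times: 15 min preincubation, 2 h reaction, all 25 °C. Reagent: methionine, ATP and bulk E. coli tRNA.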
PABP1 MLLE inh = inhibitors of PABP1 MLLE–PAM2 peptide binding, primary screen, biochemical, fluorescence polarization, FITC-PAM2, GST-MLLE. AID 588489, 2011. Polyadenylate-binding protein 1 (Homo sapiens), P11940. 0.36% of 360,000 active. inhibition, % at 20 µM; in the data active = inhibition above about 35%, passing the limit was not always enough;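 note: plate controls were DMSO wells with GST-MLLE for no effect and wells lacking GST-MLLE protein for full effect; some results filed as inactive read as strong as hits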
bovine MsrA act = bovine MsrA enzyme activators, primary screen, biochemical, absorbance, HTS | 0.3% of 360,000 active | AID 602163, 2012 | activation, % at 10.6 µM | purified bovine MsrA, absorbance read-out; in the data active = activation above about 7.5%;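 note: 0% = vehicle and 100% = reference activator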
MT1-MMP act inh = blockers of MT1-MMP proenzyme processing, primary screen, HT1080 RFP-PRO-GFP cells, GFP/RFP fluorescence | GFP/RFP ratio fluorescence, overnight; percent of plate control window, DMSO zero | GFP/RFP ratio change, % at 20 µM | 0.061% of 360,000 active | AID 651647, 2012;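 active = GFP/RFP ratio change of at least 30% with cell ATP level not reduced by more than half and red fluorescence within 50% of control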; note: strong numbers were not always called active
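Test system: HT1080 cells expressing an RFP-PRO-GFP fluorescent reporter construct / Compound dosing: single-point 20 µM compound, 1% DMSO / Schedule: cells overnight before dosing, compound overnight, 37 °C, 5% CO2 / Evaluation: GFP/RFP fluorescence ratio / Control set: DMSO and RFP-L50D-GFP cell wells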
E coli Lon inh = inhibitors of E. coli Lon protease, primary screen, biochemical, fluorescence polarization | P0A9M0 | purified E. coli Lon protease | inhibition, % at 7.94 µM | 0.42% of 360,000 active | AID 602123, 2011; in the data active = inhibition above about 13%, passing the limit was not always enough;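 note: 0% = enzyme with probe and DMSO and 100% = no enzyme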
Target sequence (P0A9M0 whole entry, looked up): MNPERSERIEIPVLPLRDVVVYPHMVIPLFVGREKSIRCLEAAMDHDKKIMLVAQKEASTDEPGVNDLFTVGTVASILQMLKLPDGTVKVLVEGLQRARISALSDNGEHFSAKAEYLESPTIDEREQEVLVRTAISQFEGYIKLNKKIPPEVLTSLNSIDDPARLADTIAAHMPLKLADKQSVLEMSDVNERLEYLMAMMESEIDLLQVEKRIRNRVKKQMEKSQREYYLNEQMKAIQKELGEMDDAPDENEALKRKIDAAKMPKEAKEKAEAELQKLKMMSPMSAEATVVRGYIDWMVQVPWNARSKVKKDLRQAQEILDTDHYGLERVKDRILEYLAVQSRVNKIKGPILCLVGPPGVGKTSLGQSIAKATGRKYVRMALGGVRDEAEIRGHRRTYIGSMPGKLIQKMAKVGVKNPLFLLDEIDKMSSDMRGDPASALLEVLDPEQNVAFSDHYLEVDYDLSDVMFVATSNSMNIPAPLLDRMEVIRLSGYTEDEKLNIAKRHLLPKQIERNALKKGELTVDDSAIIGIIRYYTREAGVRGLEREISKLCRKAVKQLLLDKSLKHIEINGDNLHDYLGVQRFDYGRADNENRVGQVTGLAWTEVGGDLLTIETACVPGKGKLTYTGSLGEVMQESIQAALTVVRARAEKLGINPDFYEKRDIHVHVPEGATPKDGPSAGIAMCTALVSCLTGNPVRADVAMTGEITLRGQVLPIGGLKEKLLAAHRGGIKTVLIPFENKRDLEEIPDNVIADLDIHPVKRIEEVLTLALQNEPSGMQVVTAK
MsrA inhibitor = bovine MsrA enzyme inhibitors, primary screen, biochemical, absorbance, HTS; inhibition, % at 15.5 µM; AID 651718, 2012; Methionine sulfoxide reductase A (Bos taurus); 0.75% of 360,000 active; purified bovine MsrA, absorbance read-out; in the data active = inhibition above about 4.5%;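 note: 0% = vehicle wells with enzyme and 100% = reference inhibitor wells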
Starred values were filed as active, the others as inactive; nt = not tested or not shown.

SMILES	CendR NRP1 mod	SKN-1 inh	FAS TE block	Tb MetRS inh	PABP1 MLLE inh	bovine MsrA act	MT1-MMP act inh	E coli Lon inh	MsrA inhibitor
COc1ccccc1NC(=O)C(C/C=C(\C)Cl)C(C)=O (stereo not given)	3	4	-1	-0.3	0	0	18	-12	-0.5
CN1CCc2c(sc3nc(NN)n(Cc4ccccc4)c(=O)c23)C1	-60	6	-6	-0.6	-102	-1	-3	-15	-0.7
CCc1c(C)sc(NC(=O)CCc2ccc(OC)cc2)c1C(N)=O	-7	14	-1	-0.6	8	-8	4	-4	-0.6
C/C(=N\Nc1cc(-c2ccccc2)nc(-c2ccc(Br)cc2)n1)c1cccc(N)c1	0	7	33	-1.2	1	-12	-7	8	2.0
CC(C)(C(=O)c1ccccc1)/[N+]([O-])=C/c1ccc(F)cc1	-2	14	-7	-0.4	5	0	4	1	0.3
CSc1nc2ccsc2c(=O)n1-c1ccccn1	-39	-2	-2	0.5	-63	-2	0	0	0.0
Cc1nn2c(nc1=O)SCC(c1ccccc1)=N2	0	-27	-12	-0.7	29	-13	-10	-7	2.9
Cc1cc(=O)oc(C)c1C(=O)OC(C(=O)c1ccccc1)c1ccccc1 (stereo not given)	9	0	12	-0.4	3	-1	-1	-7	2.0
COc1ccc(CCNC(=O)C2CCCN(c3ncccn3)C2)cc1 (stereo not given)	-8	4	-8	-0.4	-2	0	-1	-1	0.4
O=S(=O)(/N=C(/Sc1ccccc1)c1ccccc1)c1ccccc1	0	-18	57*	-0.7	38*	-6	-3	-17	-1.3
Cc1csc(NC(=O)c2cc3c(C)nn(Cc4ccccc4Cl)c3s2)n1	-26	7	10	-0.7	-24	1	-19	-5	1.0
CN(Cc1ccccc1)C(=O)c1ccccc1NC(=O)c1ccco1	-4	-15	-7	0.0	-17	-11	-1	3	-0.1
CCC(=O)Nc1nc(CC(=O)Nc2ccccc2)cs1	5	-6	-2	-0.6	6	9.4*	2	4	0.0
COc1ccc(-c2sc3cc(OC)c(OC)cc3c2C#CCO)cc1	10	4	4	0.5	-7	-2	5	-4	1.3
CN(Cc1ccccc1F)C(=O)c1sccc1-c1ccccc1	7	-4	14	-0.1	0	-2	-4	2	1.3
Cc1cc(Oc2ccc(=O)[nH]n2)nc(Cl)n1	-7	7	-5	0.2	-1	-3	-1	-3	-0.8
CSCCC(C(=O)Nc1c(C)cccc1C)N(Cc1ccccc1)Cc1ccccc1 (stereo not given)	5	-16	29	-0.6	5	-9	-22	1	-0.2
Nc1cc(N2CCOCC2)c(Cl)cc1[N+](=O)[O-]	2	12	1	-0.4	15	-1	1	5	0.9
COc1ccc(CN2C(=O)C(CC(=O)NCc3cccs3)CC(C(=O)N3CCOCC3)=C2C)cc1 (stereo not given)	5	-19	-8	-1.4	18	-5	4	-5	0.6
Cc1ccc(NC(=O)CCSc2nnc(Cc3ccccc3)o2)cc1	4	7	3	0.0	3	-2	2	3	-0.9
O=C(C1CCN(S(=O)(=O)c2cccs2)CC1)N1CCN(c2ccccc2)CC1	2	15	-3	-2.0	6	-11	1	-9	-1.3
NC1=NC[C@H](CC2CCCCC2)N1CCc1cc(C(F)(F)F)cc(C(F)(F)F)c1	12	13	-124	-0.7	-5	-10	0	-7	-3.2
CN(C(=S)NC(=O)c1ccccc1Br)C1CCCCC1	6	-36	-4	-1.8	24	-8	1	8	nt
COC(=O)CN(n1cnnc1)S(=O)(=O)c1ccc(C)cc1	0	9	-6	-0.7	-10	-4	-4	-3	0.4
Cc1ccc(NC(=O)CS(=O)CC(=O)NCCCN(C)c2ccccc2)cc1 (stereo not given)	4	-11	-10	-0.9	-10	-7	1	-4	0.1
O=C(c1ccco1)N1CCN(S(=O)(=O)c2ccc3c(c2)CCN3C(=O)C2CC2)CC1	9	-6	-3	-0.8	0	3	1	-9	-0.1
CCC1CCCCN1C(=O)CCS(=O)(=O)c1ccccc1 (stereo not given)	4	-4	-6	-0.3	13	-2	-2	0	-0.2
O=C(COc1ccc(Br)cc1Cl)NC(=S)Nc1ccccn1	5	-2	-5	-0.4	-71	-7	0	2	0.2
COc1ccccc1CNc1ccc(N2CCOCC2)c(C(=O)O)c1	-2	-15	-10	-0.6	11	-11	1	2	0.0
CCOc1ccc(S(=O)(=O)N2CCCC(C(=O)N3CCOCC3)C2)cc1C (stereo not given)	9	15	-5	-0.7	-9	-2	3	2	-1.7
Cc1ccc(C(=O)Nc2c(C)n(C)n(-c3ccccc3)c2=O)cc1	6	4	8	-0.3	-4	0	-1	-11	0.6
CC(C)C1Cc2[nH][nH]c(=O)c2C(C2CC2)O1 (stereo not given)	-9	7	-7	-0.4	nt	2	8	-5	-0.5
CC(=NO)c1ccc2c(c1)C(=NO)c1ccccc1-2	10	2	-41	-0.2	-20	-3	-1	-1	0.2
CCOC(=O)CC(NS(=O)(=O)c1ccc2[nH]c(=O)sc2c1)c1ccc(C)cc1 (stereo not given)	4	1	4	-0.2	-6	0	0	-7	-0.8
CC(=O)Nc1ccc(-c2ccnc3c2CC(C(=O)Nc2ccc(C(C)C)cc2)O3)cc1 (stereo not given)	0	4	14	-0.4	-1	-4	-3	-1	-1.8
CC(=O)N1CCN(C(=O)CSc2nc3c(cnn3-c3ccccc3)c(=O)[nH]2)CC1	4	-40	-9	-0.8	5	0	-2	1	-0.8
Cc1cc(C)c2nc(C(F)(F)F)c(C#N)c(N)c2c1	7	-14	3	-1.0	8	-11	-10	-8	-1.6
COc1cc(C(=O)N/N=C/c2ccc(OC(=O)c3ccccc3Cl)cc2)ccc1O	0	1	7	-0.9	-11	-12	-1	-6	2.3
O=C(Nc1nnc(-c2cccnc2)s1)c1cccs1	9	-3	-5	-0.5	3	-1	3	14	0.3
CC(C)Cc1nc2oc3c(Cl)ncnc3c2c2c1CCC2	-7	-2	22	-1.2	-7	-10	-10	-2	-0.5
Cn1c(=O)c2nc(-c3ccccc3)c(-c3ccccc3)nc2n(C)c1=O	-1	13	13	-0.6	6	-3	0	-1	0.0
Cc1nn(C)c(C)c1S(=O)(=O)N1CCCC(C(=O)NC2CCCCCC2)C1 (stereo not given)	-1	-3	2	-0.6	3	-2	3	-6	-0.4
CN(C)CCOC1c2ccccc2CSc2ccccc21 (stereo not given)	6	-5	-2	-0.9	6	-2	-4	4	1.1
Cc1cc(NC(=O)c2ccc(C#N)cc2)on1	1	5	-14	-0.1	-1	-5	1	-1	0.6
CC(CC(=O)NNC(=O)c1ccncc1)c1ccccc1 (stereo not given)	8	-7	-5	-0.1	9	-5	-7	-8	-0.5
CC1CN(C)CCC1OC(=O)c1ccccc1 (stereo not given)	1	-14	-3	-0.7	-1	-4	2	1	0.4
O=C(NC1CCN(C(=O)NCc2ccccc2)CC1)c1cccc(F)c1	7	-4	-5	-0.7	-11	-9	0	-5	0.4
O=C(CN(Cc1ccccc1)S(=O)(=O)c1cccc(C(F)(F)F)c1)NC1CCCCC1	9	-2	28	0.9	-2	0	-9	1	0.7
COC1(OC)N=C(N)C2(C#N)C(c3ccccc3)NC(C)=CC12C#N (stereo not given)	7	14	-3	-0.9	-4	-2	-1	-2	0.1
Cc1ccc(Cn2cc(CN3CC(N4CCN(C5CCN(C)CC5)CC4)CS3(=O)=O)nn2)cc1 (stereo not given)	-4	12	-11	-0.3	nt	0	5	2	-0.4
Additional results.
SMILES	CendR NRP1 mod	SKN-1 inh	FAS TE block	Tb MetRS inh	PABP1 MLLE inh	bovine MsrA act	MT1-MMP act inh	E coli Lon inh	MsrA inhibitor
Cn1c2c(c(=O)n(C)c1=O)C(c1ccccc1Cl)C(C#N)=C(N)O2 (stereo not given)	-6	-9	-3	-0.5	8	0	-3	12	-0.2
Cc1ccc(-n2ncc3c(SCC(=O)NNC(=O)C(C)C)ncnc32)cc1	5	-4	-4	-1.6	2	-12	1	12	-0.3
Cc1ccc(-c2nnc(Nc3ccc(CC(N)=O)cc3)c3ccccc23)cc1S(=O)(=O)NCC1CCCO1 (stereo not given)	-2	7	-2	-0.4	-3	-3	3	-6	3.4
CC1CCN(CC(CS(=O)(=O)c2ccc([N+](=O)[O-])cc2)N2CCC(C)CC2)CC1 (stereo not given)	-7	-5	8	-1.0	-3	-2	-1	6	0.9
COc1ccc(NC(=O)Nc2ccc(Br)c(C)c2)cc1	-12	-13	2	-0.4	-10	-1	1	-2	0.9

Some values from above.
Result of COc1ccc(NC(=O)Nc2ccc(Br)c(C)c2)cc1 under PABP1 MLLE inh: -10
Result of CC1CCN(CC(CS(=O)(=O)c2ccc([N+](=O)[O-])cc2)N2CCC(C)CC2)CC1 (stereo not given) under PABP1 MLLE inh: -3
Result of Cn1c2c(c(=O)n(C)c1=O)C(c1ccccc1Cl)C(C#N)=C(N)O2 (stereo not given) under bovine MsrA act: 0

Part of the list above in a different format.
| structure | CendR NRP1 mod | SKN-1 inh | FAS TE block | Tb MetRS inh | PABP1 MLLE inh | bovine MsrA act | MT1-MMP act inh | E coli Lon inh | MsrA inhibitor |
| --- | --- | --- | --- | --- | --- | --- | --- | --- | --- |
| Cc1csc(NC(=O)c2cc3c(C)nn(Cc4ccccc4Cl)c3s2)n1 | -26 | 7 | 10 | -0.7 | -24 | 1 | -19 | -5 | 1.0 |
| CN1CCc2c(sc3nc(NN)n(Cc4ccccc4)c(=O)c23)C1 | -60 | 6 | -6 | -0.6 | -102 | -1 | -3 | -15 | -0.7 |
| O=C(Nc1nnc(-c2cccnc2)s1)c1cccs1 | 9 | -3 | -5 | -0.5 | 3 | -1 | 3 | 14 | 0.3 |
| COc1cc(C(=O)N/N=C/c2ccc(OC(=O)c3ccccc3Cl)cc2)ccc1O | 0 | 1 | 7 | -0.9 | -11 | -12 | -1 | -6 | 2.3 |
| COc1ccc(CN2C(=O)C(CC(=O)NCc3cccs3)CC(C(=O)N3CCOCC3)=C2C)cc1 (stereo not given) | 5 | -19 | -8 | -1.4 | 18 | -5 | 4 | -5 | 0.6 |
| Cc1ccc(-c2nnc(Nc3ccc(CC(N)=O)cc3)c3ccccc23)cc1S(=O)(=O)NCC1CCCO1 (stereo not given) | -2 | 7 | -2 | -0.4 | -3 | -3 | 3 | -6 | 3.4 |
